RAD54 inh: blocks human RAD54 Holliday junction branch migration. Q92698. FAM/BHQ fluorescence. inhibition, % at 10.4 µM. 0.14% of 360,000 active. AID 602329;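 active = mean normalized replicate activity at least 40 and at least half of replicates scoring 40 or more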;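 also: 0% = median of neutral control wells and 100% = median of positive control wells; inhibitors cause a drop in the FAM fluorescence signal; in these data hits start at about 50%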
ERAP1 HTS inh: inhibitors of human ERAP1 aminopeptidase; Q9NZ08; recombinant ERAP1, Leu-AMC fluorescence, 60 min; inhibition, % at 10.7 µM; 0.15% of 340,000 active;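 active = mean replicate inhibition of at least 30%, or all replicates individually reaching that 30% level; inactive = mean below 30% and not every replicate reaching it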;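 also: 0% = neutral control wells and 100% = L-leucinethiol positive control wells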
XiGFP reactiv: X-chromosome reactivation activator | XiGFP mouse fibroblasts, % GFP-positive cells imaging, 3 d; cells co-treated with 5-aza-dC sensitizer; scaled so ellipticine positive control = 100% | activation, % at 7.58 µM | 0.055% of 360,000 active;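 active = mean normalized replicate activation at least 10% and every replicate at or above 10%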;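 also: 0% = median of on-plate neutral control wells and 100% = ellipticine 6 µM median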
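System: XiGFP fibroblasts, SV40-immortalized. Medium: DMEM plus 5-aza-dC sensitizer. Doses: single point. Timing: 3 d treatment, 15 min room-temperature fixation. Control set: ellipticine 6 µM.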
RAD52 anneal inh: RAD52 (human) annealing inhibition; recombinant RAD52 DNA annealing, FRET fluorescence; inhibition, % at 18.7 µM; 0.46% of 360,000 active; AID 651710;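 active = every replicate showing at least 50% inhibition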
Target sequence (P43351 whole entry, looked up): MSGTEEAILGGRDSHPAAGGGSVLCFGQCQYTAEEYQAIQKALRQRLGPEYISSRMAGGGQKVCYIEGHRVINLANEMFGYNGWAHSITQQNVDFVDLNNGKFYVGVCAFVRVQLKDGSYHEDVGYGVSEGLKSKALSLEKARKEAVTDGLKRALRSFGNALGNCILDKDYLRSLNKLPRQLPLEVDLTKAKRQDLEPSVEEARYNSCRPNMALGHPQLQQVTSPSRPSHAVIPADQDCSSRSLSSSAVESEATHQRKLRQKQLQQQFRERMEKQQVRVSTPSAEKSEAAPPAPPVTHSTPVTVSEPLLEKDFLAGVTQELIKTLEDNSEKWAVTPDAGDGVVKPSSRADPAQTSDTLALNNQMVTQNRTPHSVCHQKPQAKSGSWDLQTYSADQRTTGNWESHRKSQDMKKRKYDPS
INS-1E GSIS act: primary screen for activators of insulin secretion dependent on glucose, INS-1E cells, GLuc reporter luminescence; INS-1E GLuc reporter insulin secretion, 2-3 h; activation, % at 16.6 µM; 0.61% of 370,000 active; AID 743287;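 active = lowest replicate activation of at least 40%, so every replicate reaches that level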;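 also: 0% = median of neutral control wells and 100% = median of IBMX positive control wells; some compounds called inactive have numbers as strong as hits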
CFTR F508del cor: CFTR F508del correction in bronchial cells; CFBE cells, YFP halide quenching; stimulated with forskolin plus potentiator P3; % fluorescence drop versus neutral controls; activity (quench increase), % at 7.58 µM; 0.36% of 350,000 active; AID 720511;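 active = mean added fluorescence quench of at least 8% versus neutral control, with both replicates also reaching 8%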;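 also: cells transiently co-express mutant CFTR-F508del with the halide-sensitive YFP; corrector assay measuring rescue of mutant channel to the surface after 24 h compound exposure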
esBAF inh: SWI/SNF esBAF complex inhibition; mouse ES cells, Bmi1-luciferase knock-in reporter, 24 h; 100% = twice the neutral-well signal; reporter increase, % at 12.5 µM; 2% of 350,000 active; in the data active = activation above about 40%;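 also: 0% = median of the plate's neutral control wells and 100% = double that signal; a rise in the Bmi1 reporter signal indicates esBAF inhibition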
ARNT TACC3 PPI: disrupts binding between human ARNT and TACC3 | Q9Y6A5 | 0.66% of 390,000 active | AlphaScreen His-ARNT PAS-B/GST-TACC3 binding, luminescence; TACC3 fragment carries E629A point mutation | inhibition, % at 9.99 µM | AID 623870;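 active = mean inhibition of replicates at least 50% and at least half of replicates each reaching 50%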;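 also: 0% = complete ARNT plus TACC3 wells and 100% = ARNT alone without TACC3; many hits fall short of the cut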
Active calls of the source: *; . = not tested or not shown; & = joins results of further samples.

SMILES | RAD54 inh | ERAP1 HTS inh | XiGFP reactiv | RAD52 anneal inh | INS-1E GSIS act | CFTR F508del cor | esBAF inh | ARNT TACC3 PPI
CC(C)C#Cc1ccc([C@@H]2[C@H](CO)N3CCCCN(C(=O)c4ccc(F)cc4)C[C@@H]23)cc1 | -6.2 | -0.2 | 0.2 | 8.7 | 11.9 | 2.5 | 5.8 | 11.8
CC(C)NC(=O)N(C)C[C@@H]1Oc2cc(C#Cc3ccc(F)cc3)ccc2S(=O)(=O)N([C@H](C)CO)C[C@H]1C | -17.4 | 1.7 | 0.9 | 18.6 | -19.6 | 2.5 | 1.1 | 6.3
CC(C)(C)OC(=O)N[C@@H](Cc1ccccc1)C(=O)N1CCC(C(=O)N[C@@H](Cc2c[nH]c3ccccc23)C(=O)O)CC1 | 0.0 | 0.1 | 0.1 | -10.0 | 0.1 | -2.7 | -4.2 | 1.3
Cc1cc(NC(=O)c2ccc(Br)c(S(=O)(=O)N3CCCC3)c2)no1 | -2.8 | . | . | . | -8.3 | . | -7.0 | -3.7
C[C@H]1CN([C@@H](C)CO)C(=O)c2cc(Br)cnc2O[C@@H]1CN(C)S(C)(=O)=O | -14.8&-0.4 | -1.8&-4.9 | 0.1&-0.8 | -11.5&-2.7 | 4.4&22.2 | 5.4&0.3 | -2.0&2.1 | -8.9
CC(Sc1nc2c(c(=O)[nH]1)CCCC2)C(=O)Nc1ccccc1C#N (configuration not stated) | -19.4 | 3.9 | 0.2 | -3.9 | -1.2 | -0.9 | -2.1 | -1.7
CSc1cccc(CN2CCCC(CO)(Cc3cccc(Cl)c3)C2)c1 (configuration not stated) | 8.4 | -1.0 | 0.3 | -50.9 | -13.6 | -1.7 | . | -14.8
Cc1noc(NS(=O)(=O)c2ccc(N3CC(O)=C(c4ccccc4)C3=N)cc2)c1C | -8.1 | 4.7 | . | -12.1 | 11.6 | . | 4.9 | -8.4
CN(C)c1ccc(NC(=O)Nc2ccc3c(c2)c(=O)n(C)n3-c2ccccc2)cc1 | -8.9 | -0.6 | 0.0 | -18.1 | 22.4 | -2.2 | -3.4 | .
CC(=O)c1ccc(-c2c(CCO)sc3ccccc23)cc1 | . | . | 0.0 | -8.5 | -9.1 | 0.5 | . | .
Cc1ccc(-c2cc(C(=O)N3CCN(C(=O)c4ccco4)CC3)[nH]n2)c(C)c1 | . | -1.3 | 0.9 | 9.7 | 13.5 | 1.4 | 1.6 | -2.3
Cc1noc(C)c1NC(=O)N(C)C[C@@H]1Oc2ccc(NC(=O)Cc3cn(C)c4ccccc34)cc2C(=O)N([C@@H](C)CO)C[C@H]1C | 1.4 | -4.1 | 0.1 | -7.0 | -0.7 | 1.7 | -1.6 | -18.7
O=C(COc1ccc(Cl)cc1Br)Nc1ccncc1 | 5.1 | -1.0 | 0.4 | -8.9 | -8.2 | -0.7 | 79.4* | -8.3
Cc1ccc(C(c2c(C)n(C)n(-c3ccccc3)c2=O)c2c(C)n(C)n(-c3ccccc3)c2=O)s1 | . | 2.8 | 0.0 | 2.1 | -26.8 | 2.4 | 2.3 | 7.4
C[C@H](CO)N1C[C@H](C)[C@H](CN(C)S(=O)(=O)c2cccs2)OCCCC[C@H](C)Oc2ccc(NC(=O)Nc3ccc(C(F)(F)F)cc3)cc2C1=O | -3.3 | -0.3 | 0.2 | -11.2 | 1.9 | 0.4 | 1.3 | -11.5
Cc1ccc(S(=O)(=O)N(C)C[C@H]2Oc3c(NC(=O)Nc4ccc(F)cc4)cccc3C(=O)N([C@@H](C)CO)C[C@H]2C)cc1 | -7.8 | -2.2 | 0.0 | -1.1 | -29.9 | 1.0 | 10.2 | -4.5
CCn1cc(C(=O)O)c(=O)c2cc(F)c(N3CCN(C(=S)NC(=O)c4ccc(OC)cc4)CC3)cc21 | 7.6 | -0.6 | 0.0 | -4.6 | 16.8 | 0.1 | 5.1 | 2.4
CCCCN(CCCC)S(=O)(=O)c1ccc(SCC(=O)OCC)c([N+](=O)[O-])c1 | 5.3 | 10.5 | . | -11.0 | 5.6 | -2.0 | 0.5 | 9.2
CCC(C(=O)NC1CCCC1)N(Cc1ccccc1Cl)C(=O)c1snc(C(N)=O)c1N (configuration not stated) | 8.9 | 0.4 | 0.1 | -1.4 | -16.5 | 1.5 | -1.8 | 17.8
CC(C)(C)OC(=O)C[C@@H]1C/C=C\C[C@H](CC(=O)N(CCO)Cc2ccccc2)C(=O)N2CCC[C@@H]2COC1=O | -4.9 | 1.0 | 0.0 | -12.1 | -24.9 | 0.6 | 6.2 | -1.9

2 of these compounds in another layout:
Screens in order: RAD54 inh	ERAP1 HTS inh	XiGFP reactiv	RAD52 anneal inh	INS-1E GSIS act	CFTR F508del cor	esBAF inh	ARNT TACC3 PPI
- CC(Sc1nc2c(c(=O)[nH]1)CCCC2)C(=O)Nc1ccccc1C#N (configuration not stated)
    -19.4	3.9	0.2	-3.9	-1.2	-0.9	-2.1	-1.7
- CSc1cccc(CN2CCCC(CO)(Cc3cccc(Cl)c3)C2)c1 (configuration not stated)
    8.4	-1.0	0.3	-50.9	-13.6	-1.7	.	-14.8

Full records, looked up by structure. Order of screens: RAD54 inh	ERAP1 HTS inh	XiGFP reactiv	RAD52 anneal inh	INS-1E GSIS act	CFTR F508del cor	esBAF inh	ARNT TACC3 PPI
`O=C(COc1ccc(Cl)cc1Br)Nc1ccncc1` as listed: 5.1	-1.0	0.4	-8.9	-8.2	-0.7	79.4*	-8.3
`CSc1cccc(CN2CCCC(CO)(Cc3cccc(Cl)c3)C2)c1` (configuration not stated) as listed: 8.4	-1.0	0.3	-50.9	-13.6	-1.7	.	-14.8

Other structures.
SMILES | RAD54 inh | ERAP1 HTS inh | XiGFP reactiv | RAD52 anneal inh | INS-1E GSIS act | CFTR F508del cor | esBAF inh | ARNT TACC3 PPI
O=c1[nH][nH]cc1C=Nc1cc(Cl)ccc1O | . | 7.5 | 0.3 | -18.3 | -5.3 | . | -5.3 | 49.0*
O=C(C1CC1)N1CCCCN2[C@H](C1)[C@@H](c1ccc(-c3cccc(F)c3)cc1)[C@@H]2CO | 10.2 | -0.7 | 0.2 | 4.6 | -4.7 | -3.1 | . | -6.4
Cc1noc(C)c1S(=O)(=O)N(C)C[C@H]1Oc2ccc(NS(=O)(=O)c3ccccc3)cc2CC(=O)N([C@H](C)CO)C[C@@H]1C | -2.8 | 1.8 | 0.7 | -0.8 | 1.9 | -0.1 | 1.4 | -8.2
COc1ccc(N(CC(=O)N2CCN(c3ccc(F)cc3)CC2)S(=O)(=O)c2c(C)n[nH]c2C)cc1 | 8.9 | -2.0 | 0.5 | -9.6 | 4.6 | 4.9 | -4.0 | -0.2
CCC(=O)N1N=C(c2ccc(C)o2)CC1c1ccc(Br)cc1 (configuration not stated) | -0.4 | . | -0.1 | . | -6.4 | . | . | 4.6
CN1CCN(C(=O)c2ccc(CS(=O)(=O)c3c(Cl)cccc3Cl)o2)CC1 | 12.3 | . | 0.0 | -17.9 | -1.6 | 0.9 | 1.0 | 2.0
CCN(CC(=O)Nc1cc(Cl)ccc1C)c1ncnc2sc(C)c(C)c12 | . | 6.7 | 0.1 | -19.8 | -15.0 | . | 5.4 | 6.7
CCOC(=O)C1=CCN(S(=O)(=O)c2ccccc2Cl)C1c1ccc(Cl)cc1 (configuration not stated) | . | -1.1 | 0.1 | -3.0 | -12.2 | -0.5 | . | .
Cn1ccsc1=NC(=O)c1ccccc1OC(F)F | 5.6 | 7.7 | 0.0 | -5.9 | 0.1 | 0.7 | -2.7 | -0.8
C[C@H]1CN([C@@H](C)CO)C(=O)Cc2cc(NC(=O)Cc3ccccc3)ccc2O[C@@H]1CN(C)Cc1ccc2c(c1)OCO2 | -9.9 | -2.0 | -0.1 | 2.5 | -11.4 | -1.2 | 2.9 | -2.4
O=C(C[C@H]1C[C@@H]2c3cc(NC(=O)Nc4ccc(C(F)(F)F)cc4)ccc3O[C@@H]2[C@@H](CO)O1)NCc1ccccn1 | 5.3 | -0.2 | 0.0 | 9.0 | -11.3 | 0.3 | 6.8 | 4.1
O=C(Nc1ccon1)c1csc2ccccc12 | -6.8 | . | . | . | 2.7 | . | 1.4 | -4.1
COCC(=O)N1C[C@H](C)[C@@H](OC)CN(C)C(=O)c2ccc(NC(=O)c3cnccn3)cc2OC[C@H]1C | -7.3 | -0.9 | 0.0 | -14.3 | 0.7 | 0.9 | -0.7 | 2.4
COCC#Cc1ccc([C@H]2[C@@H](CO)N3C(=O)CN(C(=O)CN4CCOCC4)C[C@H]23)cc1 | . | -1.2 | 0.0 | 5.4 | 19.7 | -0.1 | . | .
CCC1=Nc2cc(C(=O)NCC3CCCO3)ccc2Sc2ccc(Br)cc21 (configuration not stated) | . | 1.8 | 1.2 | -13.7 | 5.8 | 4.0 | -11.7 | -0.3
CCCCN1CCCCC1C(=O)Nc1c(C)cccc1C (configuration not stated) | 12.9 | -4.7 | -0.1 | -3.0 | . | 6.2 | -7.4 | -3.4
COc1cccc(C=Nc2ccc3c(c2)CCC3)c1O | -3.5 | -2.6 | 0.1 | -12.1 | 1.4 | -1.4 | 10.9 | 7.2
Cc1c(OCC(=O)NC(Cc2ccc(Cl)cc2)C(=O)O)ccc2c3c(c(=O)oc12)CCC3 (configuration not stated) | 9.6 | 0.1 | . | -12.2 | 3.8 | -1.3 | 3.5 | -0.2
O=C1C2C3C=CC(CC3)C2C(=O)N1c1cccc(C(F)(F)F)c1 (configuration not stated) | 10.5 | -3.5 | 0.1 | -13.0 | -0.8 | -1.1 | -2.3 | 14.0
c1ccc(-c2cc(CN3[C@@H]4CNC[C@H]3C4c3ccc(-c4ccncc4)cc3)no2)cc1 (some centres not stated) | . | -2.1 | 0.1 | 43.1 | 7.9 | -1.0 | . | .
O=C(Nc1nc2ccccc2n1CCN1CCOCC1)c1ccccc1 | 1.7 | 2.3 | 0.2 | -16.9 | -5.1 | 0.7 | 2.7 | 2.8
NC(=O)CSc1nc2c(sc3ccccc32)c(=O)n1CCCC(=O)NCC1CCCO1 (configuration not stated) | 6.3 | 1.0 | -0.2 | -0.3 | -2.8 | 0.2 | . | -2.5
Cn1cc(C2CC(c3ccccc3)=NN2C(=O)c2ccccc2)c2ccccc21 (configuration not stated) | -3.6 | . | 0.0 | . | -23.4 | . | . | -2.8
O=C(C1CCC1)N1CCCCN2[C@H](CO)[C@@H](c3ccc(C#CC4(O)CCCC4)cc3)[C@H]2C1 | 11.6 | -0.5 | 0.2 | 13.7 | 1.2 | -1.1 | -4.0 | -0.1
CCOC(=O)c1ccc(NCc2nc3ccccc3[nH]2)cc1 | 4.8 | -1.5 | -0.3 | -5.0 | . | -1.3 | 50.4* | -7.5
COc1cc(O)c(C(CCN2CCOCC2)c2ccc3c(c2)OCO3)c(OC)c1 (configuration not stated) | -7.6 | -4.1 | 0.0 | -22.7 | -26.9 | 2.6 | -0.3 | -0.3
COc1ccc(NC(=O)C2CCC(=O)N2C(=O)OCc2ccccc2)cc1 (configuration not stated) | 1.0 | -1.4 | 0.0 | -10.8 | 2.6 | -2.7 | -3.8 | -8.7
Nc1ccccc1Sc1ccc(C(=O)c2ccccc2C(=O)O)cc1[N+](=O)[O-] | -4.2 | . | 0.0 | -26.3 | 14.1 | -0.3 | . | 3.5
Cc1ccc(NC(=O)CSc2nc3[nH]ncc3c(=O)[nH]2)c(C)c1 | . | 7.1 | -0.1 | -11.1 | -1.6 | . | . | 30.1
O=C(c1ccc(CSc2ccc(Cl)cc2)cc1)N1CCOCC1 | . | -1.6 | 0.1 | -5.1 | -14.5 | 1.8 | . | -1.6
CCOc1cc(C=O)ccc1OCCn1c([N+](=O)[O-])cnc1C | -3.0 | -0.9 | 0.0 | -9.0 | 26.5 | -3.9 | -11.8 | 11.5
Cc1cc(NCCCN(C)C)n2c(nc3ccccc32)c1C#N | 69.5* | -64.9 | 0.1 | 45.7 | -5.3 | 0.5 | -6.1 | -0.9
